# ELG1 genotoxic = qHTS screen for small molecules that induce genotoxicity in human embryonic kidney (HEK293T) cells expressing luciferase-tagged ELG1; HEK293T ELG1-luciferase reporter, luminescence, 16 h; Potency, µM (series often up to 46 µM), inactives show at the top dose activity change, positive = activation, actives largely listed as activators; hit rate 1.3% among 330,000; also: potency is read from the fitted curve at half-maximal effect; % of control where 0% means no effect; nearly all actives have a fitted effect of over 60% in size
#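 Genotoxicity was scored as increased ELG1-luciferase reporter signal, measured by ONE-Glo luminescence (30 min, room temperature). Compound or vehicle exposure of the HEK293T reporter cells lasted 16 hr at 37°C.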
# ELG1 repair inh = qHTS screen for small molecules that inhibit ELG1-dependent DNA repair in human embryonic kidney (HEK293T) cells expressing luciferase-tagged ELG1; HEK293T ELG1-luciferase reporter, luminescence, 16 h; DNA damage induced by 5-fluorouridine; Potency, µM (titrated, usually from 46.1 µM), for inactives: at the top dose activity change, negative = inhibition, usual class: inhibitors; hit rate 2.3% among 330,000; AID 504467, 2011; also: potency is read from the fitted curve at half-maximal effect; % is scaled to controls: 0 for no effect and ±100 for the full control effect; nearly all actives have a fitted effect of over 55% in size
#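 Reporter activity after DNA damage by 5-fluorouridine is monitored. Compound-treated cells incubate 16 hr at 37 °C, then ONE-Glo is added for 30 min before luminescence reading.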
# NPC1 promoter act = qHTS Assay for NPC1 Promoter Activators; Huh7 NPC1 promoter luciferase reporter, 24 h; Potency, µM (titrated, usually from 9.22 µM), for inactives: at the highest dose activation, actives largely listed as activators; hit rate 2.4% among 320,000; AID 485313, 2010;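 also: potency is read from the fitted curve at half-maximal effect; % of control where 0% means no effect; nearly all actives have a fitted effect of over 60% in size; reporter is driven by a mutant NPC1 promoter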
#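 Compounds in DMSO were transferred onto Huh7 NPC1-luciferase reporter cells pre-incubated 2 h; after 24 h at 37 °C, Amplite reagent was dispensed and luminescence recorded 10 min later.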
# VP16 counter = VP16 counterscreen qHTS for inhibitors of ROR gamma transcriptional activity. Drosophila S2 Gal4-VP16 UAS-luciferase, luminescence, 20 h. Potency, µM (titrated, usually from 53.6 µM), inactives show at the highest dose activity, negative = inhibition, hits mostly inhibitors. hit rate 3.5% among 310,000. AID 2546, 2010;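 also: Gal4-VP16 expression switched on by copper sulfate through the metallothionein promoter; potency is read from the fitted curve at half-maximal effect; % is scaled to controls: 0 for no effect and ±100 for the full control effect; nearly all actives have a fitted effect of over 50% in size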
# FLuc counter = qHTS profiling assay for firefly luciferase inhibitor/activator using purifed enzyme and Km concentrations of substrates (counterscreen for miR-21 project); purified FLuc, Km substrates, luminescence inhibition; hit rate 6.9% among 360,000; Potency, µM (top dose mostly 57.5 µM), for inactives: at the highest dose activity change, negative = inhibition, most hits filed as inhibitors;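 also: potency is read from the fitted curve at half-maximal effect; plate controls were vehicle for no effect and reference inhibitor for full effect; nearly all actives have a fitted effect of over 55% in size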
# Target sequence (P08659 whole entry, looked up): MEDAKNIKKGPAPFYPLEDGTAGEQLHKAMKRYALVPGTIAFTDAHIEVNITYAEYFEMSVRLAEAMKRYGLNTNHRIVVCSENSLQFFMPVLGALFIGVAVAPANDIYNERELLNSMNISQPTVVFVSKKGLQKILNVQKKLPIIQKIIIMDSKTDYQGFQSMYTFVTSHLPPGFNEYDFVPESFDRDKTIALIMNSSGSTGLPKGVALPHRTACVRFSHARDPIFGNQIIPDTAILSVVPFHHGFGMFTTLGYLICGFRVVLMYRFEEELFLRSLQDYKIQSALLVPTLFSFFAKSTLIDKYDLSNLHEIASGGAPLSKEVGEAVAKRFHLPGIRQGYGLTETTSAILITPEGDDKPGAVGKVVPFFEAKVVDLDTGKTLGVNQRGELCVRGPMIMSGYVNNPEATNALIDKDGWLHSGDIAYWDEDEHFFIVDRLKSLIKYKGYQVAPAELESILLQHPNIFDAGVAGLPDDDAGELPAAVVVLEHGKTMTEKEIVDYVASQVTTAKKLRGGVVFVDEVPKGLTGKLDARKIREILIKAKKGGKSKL
#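 Purified P. pyralis luciferase (10nM final) with 10uM D-luciferin and 10uM ATP (Km levels) in 50mM Tris acetate pH 7.5, 10mM Mg acetate, 0.01% Tween-20, 0.05% BSA; qHTS 6-point titration, ~60 µM downward; luminescence read.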
# BRCA1 expr up = qHTS Assay to Identify Small Molecule Activators of BRCA1 Expression; MCF7-BRCA1-FFLuc reporter, luminescence, 48 h; response scale: scaled: vehicle 0%, 10 µM genistein 100%; Potency, µM (highest dose often 46.1 µM), for the others: top-dose activation, most hits filed as activators; hit rate 1.1% among 380,000; also: potency is read from the fitted curve at half-maximal effect; nearly all actives have a fitted effect of over 80% in size; some results filed as inactive show a strong effect at the top dose
#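 First, MCF7-BRCA1-FFLuc cells (2000/well) attach for 2 h; next, compounds are pin-added and incubated 48 h at 37 °C; finally, luciferase reagent is added and luminescence read after 15 min.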
# Tb PFK inh = qHTS Assay to Find Inhibitors of T. brucei phosphofructokinase; ATP-dependent 6-phosphofructokinase (Trypanosoma brucei brucei), O15648; T. brucei PFK, ADP-Glo luminescence; Potency, µM (doses to about 57.5 µM), without a hit: at the top dose activity, negative = inhibition, usual class: inhibitors; hit rate 0.17% among 330,000; AID 485367, 2010;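 also: potency is read from the fitted curve at half-maximal effect; 0% = uninhibited 1x PFK enzyme wells and -100% = no-enzyme wells; nearly all actives have a fitted effect of over 60% in size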
#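 In TEA buffer at pH 8.0 with 5 mM MgCl2, enzyme (1.25 nM) converted F6P (0.5 mM) and ATP (0.1 mM) for 45 min at room temperature. ADP product was read by luciferase luminescence.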
# RORgamma inh = qHTS for inhibitors of ROR gamma transcriptional activity. Nuclear receptor ROR-gamma (Mus musculus), P51450. AID 2551, 2010. hit rate 5.4% among 310,000. Drosophila S2 Gal4-RORgamma UAS-luciferase reporter, 20 h. Potency, µM (series often up to 53.6 µM), for the others: at the highest dose activity change, negative = inhibition, actives largely listed as inhibitors; also: potency is read from the fitted curve at half-maximal effect; % is scaled to controls: 0 for no effect and ±100 for the full control effect; nearly all actives have a fitted effect of over 60% in size
# Target sequence (P51450 whole entry, looked up, the tested form may be a part): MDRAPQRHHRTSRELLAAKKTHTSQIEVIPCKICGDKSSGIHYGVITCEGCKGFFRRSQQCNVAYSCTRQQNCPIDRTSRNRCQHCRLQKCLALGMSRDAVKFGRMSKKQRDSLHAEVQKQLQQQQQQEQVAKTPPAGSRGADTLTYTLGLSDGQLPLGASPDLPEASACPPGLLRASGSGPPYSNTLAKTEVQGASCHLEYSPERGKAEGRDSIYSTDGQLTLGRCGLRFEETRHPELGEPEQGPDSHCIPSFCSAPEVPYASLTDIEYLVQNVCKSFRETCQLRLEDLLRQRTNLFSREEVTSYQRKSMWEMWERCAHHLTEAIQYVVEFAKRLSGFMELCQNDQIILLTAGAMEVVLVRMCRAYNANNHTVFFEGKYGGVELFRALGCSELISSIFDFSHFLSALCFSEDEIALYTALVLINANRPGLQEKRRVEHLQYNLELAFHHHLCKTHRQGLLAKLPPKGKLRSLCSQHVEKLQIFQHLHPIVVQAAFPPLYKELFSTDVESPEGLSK
#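 In this cell-based reporter format, copper sulfate (700 uM final) drives Gal4–ROR gamma fusion expression from a metallothionein promoter in Drosophila Schneider cells; compounds preincubated 1 hr, reporter read after 20 hr at ambient temperature.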
# p53 reactivation = qHTS assay for re-activators of p53 using a Luc reporter; Potency, µM (highest dose often 92.2 µM), for the others: at the top dose activity change, positive = activation, actives largely listed as activators; H1299 p53-A138V BP100-luciferase reporter, luminescence, 24 h; hit rate 0.063% among 320,000; also: potency is read from the fitted curve at half-maximal effect; % of control where 0% means no effect; nearly all actives have a fitted effect of over 45% in size
#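 H1299 (p53-null), stable ts p53-A138V + BP100-Luc; 1000 cells/well, Opti-MEM/10% FBS; cpd 4 pt, 1:5; 24 h, 37 deg C, 5% CO2; detection reagent 10 min RT; luminescence.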
# TRPV1 ag = HTS Assay for Compounds that Act as Agonists of the Vanilloid Receptor 1; TRPV1-expressing cells, Fluo-8 calcium influx, agonist mode; Transient receptor potential cation channel subfamily V member 1 (Homo sapiens), Q8NER1; AID 540275, 2011; activation, % at 8.33 µM; hit rate 0.19% among 320,000; in the data active = activation above about 80%; inconclusive = between about 30% and that limit; also: 0% is about no effect
#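 Cells expressing TRPV1 were dye-loaded with Fluo-8 and read kinetically: 10 s baseline, 3 min after compound (agonist portion), then 2 min after EC20 capsaicin (allosteric enhancer portion). Calcium-bound dye fluorescence at 480/520 nm.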
# Rab9 promoter act = qHTS Assay for Rab9 Promoter Activators. Huh7 Rab9 promoter-luciferase reporter, luminescence, 24 h. Potency, µM (series often up to 9.22 µM), for inactives: top-dose activation, negative = inhibition, hits mostly activators. hit rate 2.8% among 320,000; also: potency is read from the fitted curve at half-maximal effect; % of control where 0% means no effect; nearly all actives have a fitted effect of over 60% in size
#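 Huh7 cells stably carrying Rab9 promoter–luciferase reporter, plated 1500 cells/well, compound added after 2 h and incubated 24 h at 37 °C; luciferase luminescence then read after 10 min with detection reagent.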
# The depositor's hits bear a star; ? = inconclusive; . = not tested or not shown; [ ] = dose if it differs, or a comment. Unless noted, calls follow the shape of the dose curve; as a rule, active = well fitted curve in the direction sought with a large enough effect; inconclusive = small, poorly fitted or top-dose-only effect, or another doubt; inactive = no such curve, though single readings can be large; an effect the other way counts as inactive or inconclusive. The order is random, and some 15% of all compounds hit somewhere here.
SMILES,ELG1 genotoxic,ELG1 repair inh,NPC1 promoter act,VP16 counter,FLuc counter,BRCA1 expr up,Tb PFK inh,RORgamma inh,p53 reactivation,TRPV1 ag,Rab9 promoter act
COCCn1c(SCC(=O)NC2CCCC2)nnc1-c1ccco1,-2%,14%,-7%,7%,0%,4%,-1%,-1%,2%,3,-3%
CCOC(=O)C(c1ccccc1)C(Nc1ccc(Cl)c(Cl)c1)c1ccccn1 (stereo not given),-1%,0%,6%,?,0%,-22%,-2%,-11%,0%,-15,-40%[inhibitor]
COc1ccc(/C=C2\SC(=S)N(CCCC(=O)Nc3cc(C)on3)C2=O)cc1OC,19%,7.3µM*,-7%,5µM*,1%,-19%,-1%,2µM*,0%,5,-11%
COc1ccccc1N1CCN(S(=O)(=O)c2ccccc2)CC1,27%,?,-6%,.,1%,1%,-1%,-24%[0.365 µM],-15%,-2,-2%
CCCn1c(SCC(N)=O)nc2c(c1=O)C1(CCCC1)Cc1ccccc1-2,-6%,?,-2%,9%,1%,-9%,4%,?,-12%,5,-3%
CC(C)(C)NC(=S)NNC(=O)c1ccncc1,0%,3%,-4%,18µM*,-9%,-4%,0%,1.1µM*,1%,3,-2%
COc1ccc(OC)c(C2=Nn3c(nnc3-c3ccco3)SC2)c1,0%,-27%,4%,1%,-1%,-91%[inhibitor],-5%,-32%,-2%,.,-12%
Cc1nnc(SCc2nnc(-c3ccc(Cl)cc3)o2)n1-c1ccccc1,6%,4%,5%,0%,?,-16%,1%,12%[10 µM],0%,-1,0%
CCOC(=O)CSc1nnc(-c2ccccc2)o1,2%,20%,-2%,20%,?,-19%,-4%,-7%,8%,1,0%
FC(F)(F)c1ccc(N2CCN(Cc3ccc4c(c3)OCO4)CC2)nc1,-2%,-1%,-5%,8%,-2%,-17%,12%,7%,-9%,5,0%
CCCCn1nnnc1SCC(=O)NCc1ccco1,.,.,.,17%,-1%,-10%,.,-9%,.,7,.
O=C(NNC(=O)c1ccccc1OCc1ccccc1)c1ccccc1F,23%,?,?,-14%,21µM*,65%,?,-17%,?,?,29%
O=C(NCC1CCCO1)C(c1cccs1)N(Cc1ccccc1)C(=O)c1ccc(-c2ccccc2)[nH]1 (stereo not given),-2%,?,0%,-9%,-1%,-80%,0%,?,-13%,23,-3%
CCCc1cc(C(=O)Nc2cnn(Cc3ccc(F)cc3)c2)no1,9%,?,5%,8%,-16%,8%,-23%,14%,2%,?,?
COCCCNC(=S)NNC(=O)c1ccccn1,11%,?,0%,0%,6%,-5%,1%,14µM*,-2%,-3,-3%
CCc1ccc(CCC(=O)Nc2nnc(C)s2)o1,10%,12%,1%,-10%,-37%,0%,1%,10%,-7%,4,-5%
CCOC(=O)c1cc(NC(=O)N(CC)CC)c(C)nc1C,-7%,16%,1%,-8%,0%,11%,-3%,-17%,0%,1,3%
O=C(NCCc1ccccc1)C1CCCN(c2ncnc3c2nc2n3CCCCC2)C1 (stereo not given),-4%,?,-3%,3%,-3%,-17%,1%,-19%,6%,0,0%
Cc1cc(C)n(CCN(C)C(=O)C2CCC(=O)N(CCN3CCOCC3)C2)n1 (stereo not given),1%,20%,1%,-3%,4%,-1%,1%,15%,6%,1,-7%
Cc1ccc(CNC(=O)c2cc3c(-c4ccc(Cl)cc4)nn(C)c3s2)o1,-17%,16µM*,-18%,-7%,4%,-53%,-1%,6%,1%,1,-12%
CN(C(=O)c1ccccn1)c1nnc(-c2ccccn2)s1,?,?,2.5µM*,?,3.4µM*,11µM*,6%,10µM*,?,8,3.5µM*
CN(C)CCCOC(=O)c1ccccc1,3%,?,4%,-8%,-3%,10%,-2%,-16%,-4%,3,8%
O=C(c1cc(COc2c(F)cccc2F)on1)N1CCN(C2CCCCC2)CC1,-3%,0%,-2%,-6%,1%,-1%,0%,2%,0%,8,-9%
CCc1ccc(OCC(=O)NNC(=O)c2cc(S(=O)(=O)N(C)C)ccc2N2CCCC2)cc1,-8%,-3%,-1%,.,-1%,3%,6%,.,-1%,0,-4%
Cc1ccc(-c2nnc(SCC(=O)Nc3nccs3)n2N)cc1,4%,?,-2%,-20%,-3%,36%,-2%,?,4%,-2,-2%

# Complete entries, looked up by structure. Order of screens: ELG1 genotoxic, ELG1 repair inh, NPC1 promoter act, VP16 counter, FLuc counter, BRCA1 expr up, Tb PFK inh, RORgamma inh, p53 reactivation, TRPV1 ag, Rab9 promoter act
# `CN(C)CCCOC(=O)c1ccccc1` reads 3%, ?, 4%, -8%, -3%, 10%, -2%, -16%, -4%, 3, 8%
# `CCCCn1nnnc1SCC(=O)NCc1ccco1` reads ., ., ., 17%, -1%, -10%, ., -9%, ., 7, .

# (listing goes on)
SMILES,ELG1 genotoxic,ELG1 repair inh,NPC1 promoter act,VP16 counter,FLuc counter,BRCA1 expr up,Tb PFK inh,RORgamma inh,p53 reactivation,TRPV1 ag,Rab9 promoter act
O=C(c1cccc(N2C(=O)c3ccccc3C2=O)c1)N1CCCC(C(F)(F)F)C1 (stereo not given),-2%,1%,-1%,.,-1%,-1%,8%,.,5%,3,-2%
O=C(CCc1nnc(CCC2CCCCC2)o1)NCc1ccon1,5%,20%,3%,?,-8%,19%,-7%,-32%,2%,8,12%
Oc1c(Cl)cc(Cl)cc1/C=N/c1ncn[nH]1,-4%,5%,1%,?,4%,-7%,1%,?,15%,-3,-8%
O=C(NCc1ccccn1)c1ccc(Cl)cc1Cl,?,?,13%,12%,-5%,8%,-1%,-23%,?,1,13%
CCO[C@H]1OC(C(=O)NC2CC2)=C[C@@H](c2ccc3c(c2)OCO3)[C@@H]1CCCO,4%,14%,-3%,-12%,-1%,-11%,-5%,-4%,0%,5,2%
O=C(c1cccs1)N(C(=O)c1cccs1)c1ccccn1,?,?,?,1%,?,?,-5%,18%,?,3,?
Cc1oc(-c2cccc3ccccc23)nc1CN1CCN(c2ncnc3ccccc23)CC1,-19%,15µM*,-5%,?,0%,-43%,0%,?,-5%,9,-17%
Cc1c(C#N)c(=O)c(-[n+]2ccccc2)c([S-])n1-c1ccc(Cl)cc1,4%,16%,2%,-4%,6%,-7%,2%,9%,2%,1,2%
Cc1c(C(=O)N2CCN(c3cccc(Cl)c3)CC2)cccc1[N+](=O)[O-],-7%,?,-9%,4%,2%,-20%,-5%,?,-1%,1,-9%
O=C(Nc1ccccc1-c1ccccc1)C(c1ccccc1)c1ccccc1,0%,1%,-6%,-5%,0%,-18%,0%,44%,1%,11,-3%
COc1ccc(OC)c(NC(=O)Cc2nn(C)c(=O)c3ccccc23)c1,-2%,?,-8%,-4%,5%,-37%,1%,-9%,-2%,-1,-10%
CCOC(=O)N1CCN(C(=O)CSc2ccc(Cl)cc2)CC1,5%,?,21%,-10%,-16%,59%,-1%,40%,?,13,19%
COC(=O)CCCNC(=O)c1ccc2nc(Cc3ccc(OC)cc3)oc2c1,2%,-24%,4%,-2%,-17%,25%,-2%,-12%,2%,9,17%
CSc1nc(Cl)cc(N2CCOCC2)n1,9%,?,4%,-9%,-7%,29%,0%,8%,-3%,-1,10%
O=C(NN1C(=O)NC2(CCCCC2)C1=O)c1ccc(Cl)c(Cl)c1,-3%,17%,-1%,.,0%,-6%,0%,.,-6%,-2,-2%
CCc1nnc(NS(=O)(=O)c2ccc(NC(=S)NC(=O)/C=C/c3ccc([N+](=O)[O-])cc3)cc2)s1,0%,10%,-1%,-5%,-2%,5%,0%,43%,5%,-6,-1%
COc1ccc2[nH]c(=S)[nH]c2c1,1%,3%,3%,-7%,-2%,15%,-3%,-14%,-1%,0,-3%
CSc1cccc(NC(=O)CN2C(=O)COc3ccc(S(=O)(=O)N4CCOCC4)cc32)c1,1%[9.26 µM],4%,0%,8%,-11%,-7%,-13%,9%,-7%,12,-3%
CCCCCC1CC(COc2ccccc2)OC1=O (stereo not given),-2%,-4%,-2%,1%,1%,13%,-1%,27%,3%,24,-2%
Cn1c(C(=O)N[C@@H](Cc2ccccc2)C(=O)O)cc2cc(F)ccc21,-2%,10%,-4%,2%,-1%,-56%,10%,1%,1%,0,17%
